# Bioassay records (PubChem)
# p-CIP stab down: p/CIP-EGFP fusion destabilizers, primary screen, fluorescence, F442A cells. AID 1984, 2009. 290,000 tested, 0.01% active. 16 h. decrease of EGFP signal, % at 10 µM. Q05BA5;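 active means EGFP signal decrease of at least 30% at 10 µM or well 3 SD below plate mean, unless failing retest; inactive means the rest, including hits failing retest or dose response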; further: some compounds called inactive have numbers as strong as hits; many of its hits are not listed in these tables
# PHOSPHO1 block: PubChem AID 1565 | Phosphoethanolamine/phosphocholine phosphatase (Homo sapiens), Q8TCT1 | recombinant PHOSPHO1, absorbance phosphatase assay | inhibition, % at 13.3 µM | 290,000 tested, 1.1% active; in the data active means inhibition above about 60%
# Target sequence (Q8TCT1 whole entry, looked up): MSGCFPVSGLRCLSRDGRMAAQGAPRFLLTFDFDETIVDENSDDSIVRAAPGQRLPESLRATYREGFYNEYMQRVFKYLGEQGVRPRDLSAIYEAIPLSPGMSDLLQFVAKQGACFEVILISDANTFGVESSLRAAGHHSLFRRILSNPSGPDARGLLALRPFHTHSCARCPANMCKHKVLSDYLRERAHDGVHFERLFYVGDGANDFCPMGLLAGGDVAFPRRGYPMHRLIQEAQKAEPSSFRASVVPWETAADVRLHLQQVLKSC
# GPR7 antagonist: GPR7 receptor antagonists, primary screen, cell-based, fluorescence, single concentration. GPR7-expressing cells, fluorescence antagonist assay. inhibition, % at 4.4 µM. 290,000 tested, 1.1% active. AID 1861, 2009; in the data active means inhibition above about 16%, passing the limit was not always enough;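 further: cells stimulated with the agonist NPW; 0% = agonist with vehicle and 100% = vehicle without agonist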
# Target sequence (P48145 whole entry, looked up): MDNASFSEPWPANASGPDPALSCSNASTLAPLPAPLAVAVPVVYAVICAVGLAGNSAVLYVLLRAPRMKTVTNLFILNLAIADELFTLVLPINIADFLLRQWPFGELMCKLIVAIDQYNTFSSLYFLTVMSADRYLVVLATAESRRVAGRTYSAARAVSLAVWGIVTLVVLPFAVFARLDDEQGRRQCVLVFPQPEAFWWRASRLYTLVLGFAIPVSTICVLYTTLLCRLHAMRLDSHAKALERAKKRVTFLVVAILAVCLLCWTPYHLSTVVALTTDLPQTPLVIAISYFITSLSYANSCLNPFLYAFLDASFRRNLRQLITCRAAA
# VIM-2 inhibitor: VIM-2 metallo-beta-lactamase inhibitors, primary screen, biochemical, epi-absorbance readout, Pseudomonas aeruginosa enzyme. purified VIM-2, nitrocefin hydrolysis, epi-absorbance fluorescence. inhibition, % at 5.6 µM. 290,000 tested, 0.89% active;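 active means inhibition above the mean of all tested compounds plus 3 SD, cutoff set per screening run, cut at about 7.5% in these data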;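 further: red hydrolysis product quenches plate fluorescence so inhibitors raise well fluorescence; 0% = enzyme with DMSO and 100% = DMSO without enzyme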
# PfM18AAP inh: PfM18AAP inhibitors, malaria aminopeptidase, primary screen, biochemical, QFRET, recombinant enzyme. M18 aspartyl aminopeptidase (Plasmodium falciparum 3D7). H-Glu-NHMec fluorogenic cleavage. inhibition, % at 7.35 µM. 290,000 tested, 1.2% active. AID 1822, 2009;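 active means inhibition above the campaign mean inhibition over all tested compounds plus 3 SD, cut at about 28% in these data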;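 further: 0% = plate median of test compound wells and 100% = 2 mM ZnCl2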
# IDE cell activ: human IDE activators in live cells, primary screen, fluorescence polarization, HEK cells, FAbeta-B substrate; Insulin-degrading enzyme (Homo sapiens), P14735; FAbeta-B cleavage; 0% vehicle, 100% cell-free pure enzyme wells; activation, % at 5.96 µM; 340,000 tested, 0.073% active; AID 493087, 2011;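 active means activation above the mean of all tested compounds plus 3 SD, set per screening campaign, cut at about 17% in these data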
# IDE cell inh: human IDE inhibitors in live cells, primary screen, fluorescence polarization, HEK cells, FAbetaB substrate; Insulin-degrading enzyme (Homo sapiens), P14735; FAbetaB cleavage; inhibition, % at 5.59 µM; 320,000 tested, 0.41% active; AID 434962, 2010;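 active means percent inhibition above the average of all tested compounds plus 3 SD, set per screening campaign, cut at about 16% in these data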;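 further: IDE supplied by intact live HEK cells; FP after avidin binding of uncleaved biotin substrate so inhibition keeps polarization high; 0% = DMSO wells and 100% = 60 µM reference IDE inhibitor Ii1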
# NALP1 yeast inh: NALP1 inflammasome inhibitors in reconstituted yeast, colorimetric, S. cerevisiae, triplicate retest. inhibition, % at 10 µM. S. cerevisiae NALP1/ASC/caspase-1 growth, X-gal OD620, 72 h. AID 2071, 2009. 280,000 tested, 0.61% active; in the data active means inhibition mostly above about 24%, no sharp cut-off; inactive means mostly below about 32%; further: some compounds called inactive have numbers as strong as hits
# IMP-1 inhibitor: IMP-1 metallo-beta-lactamase inhibitors, primary screen, biochemical, epi-absorbance readout, Pseudomonas aeruginosa enzyme; purified IMP-1, nitrocefin hydrolysis, epi-absorbance fluorescence; AID 1556, 2009; 290,000 tested, 0.45% active; inhibition, % at 5.6 µM;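 active means inhibition above the mean plus 3 SD of all compounds in the same screening run, cut at about 4.5% in these data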;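 further: 0% = IMP-1 with DMSO and 100% = DMSO wells lacking enzyme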
#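 Assay system: purified IMP-1; Quantity: IMP-1 0.2 nM before substrate addition; Medium: HEPES buffer pH 7.1 with ZnSO4 and Brij 35; Incubation: 15 min enzyme–compound preincubation, then 25 min nitrocefin reaction, 25 °C; Signal: fluorescence quenching readout, ex 480/em 530 nm; Controls: DMSO with and without IMP-1; Repeats: singlicate testing.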
# Starred values were filed as active, the others as inactive; nt = no result given.
No.	p-CIP stab down	PHOSPHO1 block	GPR7 antagonist	VIM-2 inhibitor	PfM18AAP inh	IDE cell activ	IDE cell inh	NALP1 yeast inh	IMP-1 inhibitor	mol
1	-6	-1	-5	-1.8	2	-2	-3	4	-5.5	CCOc1ccc(NC(=O)CCC(=O)NNC(=O)NC2CCCCC2)cc1
2	0	38	-1	-2.9	-9	3	2	-1	-3.2	COc1ccc(N2C(=O)CCC(C(=O)N3CCC(C(N)=O)CC3)C2c2ccc(F)cc2)cc1 (stereo unspecified)
3	-14	2	0	-1.1	-1	5	4	-4	0.4	Cc1nnc(SCC(=O)Nc2cccc(S(=O)(=O)N(C)c3ccccc3)c2)s1
4	-6	31	-4	-1.7	-2	-13	11	9	-1.3	Cc1c(C(=O)NCc2cccnc2)sc2nc(-c3ccccc3)cn12
5	-14	15	2	-3.1	0	4	3	22	-2.9	Cc1ccc2oc(C(=O)NCc3ccccc3)cc(=O)c2c1
6	4	6	7	1.2	6	-2	5	11	-3.8	C/C(=N\NC(=O)c1cc(-c2ccc(Cl)s2)[nH]n1)c1ccncc1
7	-2	8	-5	0.9	2	6	0	5	-1.2	COc1ccc(NC(=O)N/C=C/c2ccccc2)cc1
8	-3	8	4	-0.7	-7	1	1	10	-2.0	CCCCOc1ccc(CN(C)c2ncnc(N)n2)cc1
9	1	-9	13	-3.2	4	3	9	7	-5.0	O=C(CC1C(=O)NCCN1Cc1ccccc1C(F)(F)F)NCCN1CCOCC1 (stereo unspecified)
10	2	-3	-12	-0.5	-7	0	3	7	-0.8	O=C(CSc1nc2ccccc2[nH]1)Nc1ccc(F)cc1
11	7	19	-7	1.0	-9	8	-2	12	0.1	O=C(c1cc2ccccc2o1)N1CCN(Cc2ccccc2)CC1
12	-12	10	3	0.3	3	-3	-5	nt	0.8	CC(C)c1ccccc1NC(=O)CNCCc1ccc(C(F)(F)F)cc1
13	-4	-9	-4	0.3	4	2	2	16	0.1	N#Cc1c(-c2ccccc2)nc2n(-c3ccccc3)nc(C(=O)Nc3ccccc3)n2c1=O
14	12	43	-5	0.9	-1	1	-2	5	-3.7	C=CCn1c(SCc2nc3c(c(=O)[nH]c(=O)n3CCCC)n2CCC)nnc1-c1ccccc1
15	-10	59	-6	29*	8	-7	4	-8	-2.4	O=C1Nc2cc(C(=O)NCCCN3CCOCC3)ccc2S/C1=C/c1cccc(Cl)c1
16	-7	8	-9	-0.2	3	-5	2	-9	-3.4	COCCCn1c(C(=O)N2CC(C)OC(C)C2)cc2c(=O)n3cccc(C)c3nc21 (stereo unspecified)

# Sorted by heavy-atom count (highest first): 13 of the compounds above.
No.	p-CIP stab down	PHOSPHO1 block	GPR7 antagonist	VIM-2 inhibitor	PfM18AAP inh	IDE cell activ	IDE cell inh	NALP1 yeast inh	IMP-1 inhibitor	mol
14	12	43	-5	0.9	-1	1	-2	5	-3.7	C=CCn1c(SCc2nc3c(c(=O)[nH]c(=O)n3CCCC)n2CCC)nnc1-c1ccccc1
2	0	38	-1	-2.9	-9	3	2	-1	-3.2	COc1ccc(N2C(=O)CCC(C(=O)N3CCC(C(N)=O)CC3)C2c2ccc(F)cc2)cc1 (stereo unspecified)
15	-10	59	-6	29*	8	-7	4	-8	-2.4	O=C1Nc2cc(C(=O)NCCCN3CCOCC3)ccc2S/C1=C/c1cccc(Cl)c1
16	-7	8	-9	-0.2	3	-5	2	-9	-3.4	COCCCn1c(C(=O)N2CC(C)OC(C)C2)cc2c(=O)n3cccc(C)c3nc21 (stereo unspecified)
3	-14	2	0	-1.1	-1	5	4	-4	0.4	Cc1nnc(SCC(=O)Nc2cccc(S(=O)(=O)N(C)c3ccccc3)c2)s1
1	-6	-1	-5	-1.8	2	-2	-3	4	-5.5	CCOc1ccc(NC(=O)CCC(=O)NNC(=O)NC2CCCCC2)cc1
12	-12	10	3	0.3	3	-3	-5	nt	0.8	CC(C)c1ccccc1NC(=O)CNCCc1ccc(C(F)(F)F)cc1
4	-6	31	-4	-1.7	-2	-13	11	9	-1.3	Cc1c(C(=O)NCc2cccnc2)sc2nc(-c3ccccc3)cn12
11	7	19	-7	1.0	-9	8	-2	12	0.1	O=C(c1cc2ccccc2o1)N1CCN(Cc2ccccc2)CC1
6	4	6	7	1.2	6	-2	5	11	-3.8	C/C(=N\NC(=O)c1cc(-c2ccc(Cl)s2)[nH]n1)c1ccncc1
5	-14	15	2	-3.1	0	4	3	22	-2.9	Cc1ccc2oc(C(=O)NCc3ccccc3)cc(=O)c2c1
8	-3	8	4	-0.7	-7	1	1	10	-2.0	CCCCOc1ccc(CN(C)c2ncnc(N)n2)cc1
7	-2	8	-5	0.9	2	6	0	5	-1.2	COc1ccc(NC(=O)N/C=C/c2ccccc2)cc1

# Later entries
No.	p-CIP stab down	PHOSPHO1 block	GPR7 antagonist	VIM-2 inhibitor	PfM18AAP inh	IDE cell activ	IDE cell inh	NALP1 yeast inh	IMP-1 inhibitor	mol
17	-3	-10	-2	-3.4	0	4	-11	20	-2.3	CCN(CC)Cc1c(O)ccc2c(=O)c(-c3ccc4c(c3)OCCO4)coc12
18	-7	-44	-7	-5.8	0	6	0	-15	-2.5	Cc1c(NS(C)(=O)=O)c(=O)n(-c2ccccc2)n1C
19	2	-10	-6	-1.6	0	0	5	-9	-2.9	CCNC(=O)NC(=O)COC(=O)CCc1nc(=O)c2ccccc2n1C
20	7	9	1	-2.5	-5	0	-9	0	-2.0	CCOC(=O)Cc1csc(NC(=O)c2ccc3c(c2)OCO3)n1
21	-12	27	-4	-1.2	0	-1	-4	-13	-2.1	C=CC(=O)NC(NC(=O)C=C)c1ccccc1F
22	7	5	-3	-4.5	-5	nt	-1	5	-4.3	COc1ccc(C(=O)/C(=C\c2sccc2C)c2nc3ccccc3o2)cc1
23	2	-4	-16	-3.0	-3	-2	-1	3	-1.4	COc1ccccc1N1CCN(C(=O)c2cccc(Oc3ccccc3)c2)CC1
24	-3	24	1	-0.2	10	-2	7	-2	0.0	Cc1[nH]c2ccc(-c3nnc(SCC(=O)N4CCCc5ccccc54)o3)cc2c1C
25	4	11	-9	0.8	25	4	-1	19	0.2	CC1(C)Cc2c(sc(NC(=O)C(=O)N3CCCC3)c2C(N)=O)CO1
26	-4	19	-7	-2.3	-2	4	-11	17	-2.1	COc1cccc(NC(=O)c2ccnc(N3CCC(C(=O)NCc4ccccc4OC)CC3)c2)c1
27	2	0	-3	-4.4	9	2	-2	0	-2.6	CCCCn1c(N)c(-c2nc3ccccc3s2)c2c([N+](=O)[O-])nn(C)c(=O)c21
28	9	-16	-3	-2.6	0	1	3	23	-2.6	CCc1ccc(NC(=O)c2ccc(F)c(S(=O)(=O)NCC3COc4ccccc4O3)c2)cc1 (stereo unspecified)
29	-4	11	-2	-5.4	28	3	-1	40	-3.6	O=C(/C=C/c1cccc([N+](=O)[O-])c1)c1cccs1
30	-3	25	-5	1.3	1	-3	0	8	-2.0	O=C(Nc1ccc(C(=O)N2CCCC2)cc1)c1cccc(C(F)(F)F)c1
31	-7	8	-7	-0.2	-26	-10	-1	-29	-1.6	Oc1ccccc1Nc1nc(NCc2ccco2)c2ccccc2n1
32	-23	18	-9	-4.1	-2	1	3	10	-3.3	COc1cc(NC(=O)c2sc3ncn(CC(=O)N4CCCCC4)c(=O)c3c2C)cc(OC)c1OC
33	19	12	-2	4.9	-5	10	-1	12	0.0	C=CCNc1nc2ccccc2c(=O)[nH]1
34	-7	-5	0	-4.8	-3	1	-1	5	-2.2	CC(C)(C)n1ncc2c(=O)n(CC(=O)N3CCc4ccccc43)cnc21
35	-17	-21	-11	-4.8	6	4	-1	14	-2.6	COc1ccc(N(CC(O)CN2CCCCC2)S(=O)(=O)c2ccc(C)cc2)cc1 (stereo unspecified)
36	-2	29	-10	-4.8	3	-1	2	6	-2.2	Fc1ccccc1CSc1nc2ncc(Br)cc2[nH]1
37	-16	37	-14	0.0	-7	0	-2	2	-1.2	N#Cc1ccc(-c2ccc(F)cc2)nc1Oc1ccc(F)cc1
38	-6	21	-16	-0.2	-11	2	-1	19	-2.4	O=[N+]([O-])c1cc([N+](=O)[O-])c(Oc2cncc(Cl)c2)cc1NN1CCCCC1
39	12	20	-12	-1.1	-5	3	-1	5	-1.6	Cc1oc(C)c(S(=O)(=O)NCc2cccs2)c1C(=O)O
40	0	24	-15	-2.1	0	1	6	30	-3.8	CSc1ncc(Cl)c(C(=O)Nc2cccc(Cl)c2)n1

# Some of the entries so far, in transposed form:
[10] O=C(CSc1nc2ccccc2[nH]1)Nc1ccc(F)cc1
[11] O=C(c1cc2ccccc2o1)N1CCN(Cc2ccccc2)CC1

screen / no.,10,11
p-CIP stab down,2,7
PHOSPHO1 block,-3,19
GPR7 antagonist,-12,-7
VIM-2 inhibitor,-0.5,1.0
PfM18AAP inh,-7,-9
IDE cell activ,0,8
IDE cell inh,3,-2
NALP1 yeast inh,7,12
IMP-1 inhibitor,-0.8,0.1

# Further structures:
No.	p-CIP stab down	PHOSPHO1 block	GPR7 antagonist	VIM-2 inhibitor	PfM18AAP inh	IDE cell activ	IDE cell inh	NALP1 yeast inh	IMP-1 inhibitor	mol
41	-1	nt	-12	-0.4	-15	3	-5	13	-0.7	Cc1cccc(-c2nc(Nc3ccc(O)cc3)c3ccccc3n2)c1
42	-10	32	0	-1.6	8	2	1	-20	-4.6	CCOC(=O)c1cc(-c2ccc(OC)cc2)nn1-c1ccc(C(=O)O)cc1
43	6	8	7	-4.3	0	1	-2	27	-4.8	COc1ccc(/C=N/NC(=O)c2ccccc2)cc1OS(=O)(=O)c1ccccc1
44	7	-11	-2	0.5	-8	-3	9	12	-2.8	COc1ccccc1-c1nnc(NC(=O)C(C)C)s1
45	10	5	-4	-1.0	-1	0	5	14	-2.2	CCS(=O)(=O)N1CCN=C1SCc1cccnc1
46	10	20	-4	0.1	-2	5	-1	39	-2.0	Cc1c(Cc2ccccc2)c(NCCN(C)C)n2c(nc3ccccc32)c1C#N
47	-7	-21	-11	-2.6	18	-3	-3	24	-4.3	COc1cc(NC(=S)N2CCCC(CO)C2)c(OC)cc1Cl (stereo unspecified)
48	-27	-11	10	2.0	-10	0	-2	28	0.4	CC1CCCC(NC(=O)NC(=O)CCl)C1C (stereo unspecified)
49	-15	24	-12	-2.4	2	3	4	27	-2.6	O=C(NC1CCCc2ccccc21)c1ccccn1 (stereo unspecified)
50	-1	20	-9	-0.9	-1	-1	2	-9	-1.0	CCn1cc(Cl)c(C(=O)Nc2ccccc2C(N)=O)n1
51	7	5	-9	-2.8	1	9	1	10	-4.9	O=C(Cn1cnc2ccccc2c1=O)N(Cc1ccco1)c1ccc(O)cc1
